High-throughput results: PubChem BioAssay, National Center for Advancing Translational Sciences (NCATS)
RXFP1 antag: blocks the human relaxin receptor RXFP1; Q9HBX9; HEK293-RXFP1, relaxin-stimulated cAMP HTRF, 30 min; stronger effect = lower value; activity change, negative = inhibition, % at 57.5 µM; 350,000 tested, 0.59% active; AID 1259400;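 active = activity change of -60% or lower, but not beyond a set lower limit; inconclusive = change between -60% and -40%, or beyond the set limit; inactive = change above -40%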; note: % is set by controls: 0 for no effect and ±100 for the full control effect
D2 PAM: positive allosteric modulators of human D2 dopamine receptor; 340,000 tested, 0.34% active; potentiation, % at 10 µM; AID 485347; HEK293 T-REx D2, calcium flux, EC20 dopamine potentiation;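 active = potentiation over 3 SD above the plate norm, cut at about 30% in these data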; note: 0% is about no effect
Target sequence (P14416 whole entry, looked up): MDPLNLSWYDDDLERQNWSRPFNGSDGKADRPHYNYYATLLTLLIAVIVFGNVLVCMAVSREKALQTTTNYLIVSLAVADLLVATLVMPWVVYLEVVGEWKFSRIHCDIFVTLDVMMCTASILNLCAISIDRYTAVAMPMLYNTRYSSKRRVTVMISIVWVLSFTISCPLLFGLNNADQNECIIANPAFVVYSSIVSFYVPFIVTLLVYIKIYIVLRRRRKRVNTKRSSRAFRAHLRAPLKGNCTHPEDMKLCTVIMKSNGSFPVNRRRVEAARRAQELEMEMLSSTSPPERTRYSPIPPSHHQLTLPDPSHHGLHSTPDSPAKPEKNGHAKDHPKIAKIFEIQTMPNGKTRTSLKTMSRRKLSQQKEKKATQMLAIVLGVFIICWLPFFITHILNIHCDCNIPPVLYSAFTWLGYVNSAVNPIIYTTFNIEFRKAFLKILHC
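Potentiation of an EC20 dopamine calcium response is measured in a force-coupled, tetracycline-inducible Hek293 Trex D2 line. Compound-only kinetic reads over 180 s flag agonists before dopamine addition.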
Vif-APOBEC3F blk: inhibitors of Vif-A3F interaction | HeLa A3F-eYFP + Vif (tagged APOBEC3F with the HIV-1 protein that degrades it), YFP fluorescence increase | Potency, µM (doses to about 46.1 µM), for inactives: top-dose activity, negative = active | 390,000 tested, 0.2% active | AID 602313; note: potency is the fitted concentration of half-maximal effect; % of control where 0% means no effect; nearly all actives have a fitted effect of over 65% in size
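HeLa cells stably expressing A3F-eYFP plus Vif, plated and incubated overnight at 37 deg C, then exposed to compounds overnight at 37 deg C. Blocked degradation read as raised yellow fluorescence (Ex 488/Em 500-530).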
D1 PAM: human D1 dopamine receptor positive modulation | P21728 | HEK293 TREx D1 cells, calcium flux, dopamine EC20 potentiation | potentiation, % at 10 µM | 360,000 tested, 0.036% active | AID 504651; in the data active = potentiation above about 30%; note: 0% is about no effect
Target sequence (P21728 whole entry, looked up): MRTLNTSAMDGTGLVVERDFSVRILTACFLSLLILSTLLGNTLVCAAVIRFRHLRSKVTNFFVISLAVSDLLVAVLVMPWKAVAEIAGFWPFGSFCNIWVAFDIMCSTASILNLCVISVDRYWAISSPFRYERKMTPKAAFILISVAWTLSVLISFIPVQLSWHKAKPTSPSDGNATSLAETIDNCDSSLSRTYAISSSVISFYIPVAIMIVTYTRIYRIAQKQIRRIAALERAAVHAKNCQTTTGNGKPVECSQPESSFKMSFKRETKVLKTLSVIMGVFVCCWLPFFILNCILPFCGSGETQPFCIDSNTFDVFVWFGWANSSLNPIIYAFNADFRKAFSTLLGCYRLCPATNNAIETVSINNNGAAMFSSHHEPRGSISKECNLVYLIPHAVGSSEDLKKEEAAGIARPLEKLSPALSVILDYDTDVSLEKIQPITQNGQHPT
D1 ag: activates the human D1 dopamine receptor; 360,000 tested, 1% active; P21728; HEK293 T-REx D1 cells, calcium flux, agonist mode; activation, % at 2 µM; in the data active = activation above about 30%; note: 0% is about no effect
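Inducible HEK293 T-REx D1 cells, force-coupled to calcium signalling, were plated at 4000 cells/well with tetracycline and held overnight at 30 C. After no-wash calcium dye loading, compound-evoked calcium rise over 180 s flagged agonists.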
D1 antagonist: blocks dopamine activation of the human D1 receptor; P21728; HEK293 TREx D1 cells, calcium flux, dopamine EC80; stronger effect = lower value; activity change, negative = inhibition, % at 10 µM; 360,000 tested, 3.2% active; in the data active = activity change below about -30%; note: % is set by controls: 0 for no effect and ±100 for the full control effect
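HEK293 T-REx cells expressing inducible, force-coupled D1 receptor; no-wash Ca dye, 30–90 min RT. Cmpd → 180 s read at 1 Hz → EC80 DA → 180 s read.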
Vif-APOBEC3G blk: blocks the Vif interaction with human APOBEC3G; Q9HC16; HeLa A3G-eYFP + Vif (tagged APOBEC3G with the HIV-1 protein that degrades it), YFP fluorescence, overnight; Potency, µM (highest dose often 46.1 µM), inactives show at the top dose activity, negative = active, usual class: inhibitors; 410,000 tested, 0.076% active;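 note: potency is the fitted concentration of half-maximal effect; % is set by controls: 0 for no effect and ±100 for the full control effect; nearly all actives have a fitted effect of over 60% in size; hits raise eYFP signal because A3G escapes Vif-driven loss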
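HeLa cells stably expressing Vif and C-terminally eYFP-tagged A3G, seeded overnight at 37 deg C, then exposed to compound by pintool overnight at 37 deg C. Rise in yellow fluorescence (Ex 488/Em 500-530, Acumen) marks blocked Vif-driven A3G degradation.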
RXFP1 ag: activates the human relaxin receptor RXFP1; Q9HBX9; HEK293T-RXFP1 cAMP TR-FRET, 30 min; response scale: percent of porcine relaxin response, buffer zero; Potency, µM (doses to about 57.5 µM), without a hit: at the highest dose activation, usual class: activators; 370,000 tested, 0.3% active; AID 2676; note: potency is the fitted concentration of half-maximal effect; % is set by controls: 0 for no effect and ±100 for the full control effect; nearly all actives have a fitted effect of over 60% in size; many of its hits are not listed in these tables
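HEK293T cells stably expressing RXFP1 were pretreated with the PDE4 inhibitor Ro 20174, exposed to compounds for 30 min at 37C, lysed, and cAMP was read by TR-FRET. Data normalized to buffer (basal) and 29 nM porcine relaxin (100%).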
GRP78 ERSR act: induces the endoplasmic reticulum stress response in human glioma cells; U87-MG GRP78 promoter luciferase reporter, 16 h; Potency, µM, for the others: top-dose activation, usual class: activators; 420,000 tested, 0.02% active; AID 602332; note: potency is the fitted concentration of half-maximal effect; series mostly up to about 76 µM; % of control where 0% means no effect; nearly all actives have a fitted effect of over 35% in size
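ERSR induction read as luciferase luminescence (Bright-Glo, 10 min at room temperature) in stably transfected human U87-MG glioma cells exposed to compounds for 16 h, using GRP78 as sensor.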
Numbers without * were called inactive; ? = inconclusive; . = no result given. Unless noted, calls come from the whole dose curve; as a rule, active = well fitted curve in the direction sought with a large enough effect; inconclusive = small, poorly fitted or top-dose-only effect, or another doubt; inactive = no such curve, though single readings can be large; an effect the other way counts as inactive or inconclusive. A portion of the library; the hit share may differ from the screen's.

structure | RXFP1 antag | D2 PAM | Vif-APOBEC3F blk | D1 PAM | D1 ag | D1 antagonist | Vif-APOBEC3G blk | RXFP1 ag | GRP78 ERSR act
O=C(NN1C(=O)/C(=C/c2ccc(O)cc2)SC1=S)c1cccc(O)c1 | 14 | 2 | ? | -3 | 26 | 7 | ? | 0.9% | 1%
CCOC(=O)Cn1c(=O)oc2cc(S(=O)(=O)N3CCn4c3nc3ccccc34)ccc21 | . | -8 | -2% | -3 | 2 | -18 | 1% | 0.3% | -3%
CCNC(=O)CSc1nc(-c2ccc(F)cc2)cs1 | -3 | -7 | -13% | -7 | 0 | -31* | 0% | -3.1% | 4%
CCc1ccc(NC(=O)N(CCOC)C2CCN(C(C)=O)CC2)cc1 | 12 | 5 | -5% | 0 | 1 | -1 | 3% | 3.4% | 0%
CCC(C)(C)NC(=O)C(c1cccs1)N(C(=O)c1ccn[nH]1)c1ccccc1 (configuration not stated) | -6 | 3 | 6% | 6 | -1 | 1 | 0% | -3.5% | -3%
O=C(NC1CCN(C(=S)NCCc2ccccc2)CC1)C1CC1 | 1 | 1 | 1% | -6 | 2 | -7 | 0% | 1.6% | -4%
CC(C)CC(NC(=O)c1ccco1)C(=O)Nc1ccc2c(c1)OCCO2 (configuration not stated) | . | 13 | -3% | . | 5 | -6 | -1% | 1.9% | -6%
Cc1noc(C)c1C(=O)N(C)C[C@@H]1OCc2ccccc2-c2c(n(C)c3ccccc23)C(=O)N([C@H](C)CO)C[C@H]1C | 8 | . | 6% | . | . | . | -5% | . | -6%
Cc1ccc(Cc2c(C)nn(-c3nc(C)c(C(=O)N4CCCCC4C)s3)c2C)cc1 (configuration not stated) | -2 | -11 | 2% | 1 | 1 | 2 | 1% | 0.4% | -3%
CN(Cc1ccccc1)C(=O)c1nc2ccccn2c1CN1CCc2sccc2C1 | -8 | -4 | 4% | -4 | 3 | -33* | -19% | -1.7% | -3%
CCN(CC)S(=O)(=O)c1ccc2c(c1)oc(=O)n2CC(=O)NC1CCCCC1 | -9 | 2 | 1% | -4 | 1 | -3 | 3% | 1.7% | -2%
CCCCN(C(=O)CN(C)CC(=O)Nc1cccc(OC)c1)c1c(N)n(CCCC)c(=O)[nH]c1=O | 0 | . | 3% | . | . | . | -5% | . | -4%
CC(C)(C)C(=O)NC1(C(F)(F)F)C(=O)Nc2c1c(=O)[nH]c(=O)n2Cc1ccco1 (configuration not stated) | 2 | -7 | . | 6 | 2 | -7 | 0% | 0.0% | -1%
COc1cccc(C(=O)N2CCC(n3nccc3NC(=O)C(OC)c3ccccc3)CC2)c1 (configuration not stated) | 2 | 4 | 3% | 1 | 2 | 14 | 1% | 4.2% | -3%
COc1cccc(/C=N/NC(N)=S)c1OCc1cccc(Cl)c1 | -21 | . | ? | 0 | 1 | 1 | 0% | -0.3% | -2%
c1ccc2c(c1)NC(c1ccncc1)n1c-2nc2ccccc21 (configuration not stated) | 1 | 4 | . | -2 | 3 | 11 | 2% | 3.7% | 0%
Cc1cccc(C)c1NC(=O)C(c1cccc([N+](=O)[O-])c1)N(C)C(=O)c1ccccn1 (configuration not stated) | 3 | 4 | -2% | -4 | 6 | -3 | 2% | -1.0% | -2%
CCC(CC)N1CCN(S(=O)(=O)c2ccc(OC)cc2)CC1 | -5 | -1 | -7% | 1 | 0 | -20 | -1% | 0.4% | -4%
CN(C)CCCNC(=S)N1CCC(c2nc3ccccc3[nH]2)CC1 | -1 | 6 | 4% | -1 | -1 | 8 | 3% | -1.3% | -4%
C=CCN1C(=O)/C(=C/c2ccc(O)cc2)S/C1=N/c1nccs1 | -38 | 8 | ? | 3 | 17 | 2 | 1% | -2.4% | 1%
CCS(=O)(=O)n1nc(-c2ccco2)nc1NCc1ccc(C(C)C)cc1 | -19 | 7 | -12% | 0 | 1 | 6 | -5% | 1.4% | 1%
COc1ccc(C(=O)Oc2cc(-c3ccc4c(c3)OCO4)cc(=O)c3c(C)oc(C)c23)cc1 | -20 | 5 | ? | -2 | 2 | 13 | -1% | 2.4% | -2%
Cc1nnc2c3ccccc3c(-c3ccc(O)cc3)nn12 | -15 | 17 | -6% | -3 | 6 | -7 | 0% | 1.3% | -2%
COc1cc(C(=O)NNC(=O)c2ccc3c(c2)OCCO3)cc(OC)c1OC | 0 | . | 6% | . | . | . | -1% | . | -2%
CCN(CC)C(=O)COc1ccc2oc(C)c(C(=O)OC(C)C)c2c1 | -5 | -6 | 1% | -7 | 0 | -3 | 2% | -4.9% | -2%
COc1ccc(C(C(=O)NCc2ccccc2)N(C(=O)Cn2nnc3ccccc32)c2ccc(F)cc2)cc1 (configuration not stated) | -10 | -25 | -15% | -1 | 5 | 2 | 1% | 1.9% | -2%
Cc1ccc(NCC(=O)Nc2ccc(Br)cc2)cc1C | 0 | 14 | 1% | -7 | 5 | -48* | 2% | 2.8% | 3%
Cc1cc(C)c2c(N)c(C(=O)Nc3ccc([N+](=O)[O-])cc3)sc2n1 | 8 | 2 | 12% | -8 | 2 | 0 | 0% | 0.7% | 10%
CCCCc1cc(=O)oc2cc(C)cc(O)c12 | 4 | -4 | 3% | -9 | 18 | -35* | -1% | 14% | 3%
NNc1nc(-c2ccccc2)cs1 | 6 | -4 | 1% | 4 | 7 | -4 | -9% | 1.0% | 4%

More compounds.
structure | RXFP1 antag | D2 PAM | Vif-APOBEC3F blk | D1 PAM | D1 ag | D1 antagonist | Vif-APOBEC3G blk | RXFP1 ag | GRP78 ERSR act
Cc1cccc(C(=O)n2c(=S)nc3ccccn32)c1 | 7 | -2 | -8% | 5 | -1 | 2 | -3% | 0.2% | -16%
Cc1ccc(S(=O)(=O)N2CCN3CCCC3C2)cc1 (configuration not stated) | -7 | 3 | 0% | 1 | 0 | 10 | 1% | 0.7% | -3%
Cc1cc(=O)oc2cc(OCC(=O)N3CCOCC3)c(Cl)cc12 | -4 | . | -17% | . | . | . | -2% | . | -4%
CCOC(=O)c1cc2c(=O)n3ccccc3nc2n(CC(C)C)c1=NC(=O)COc1ccc(Cl)cc1 | . | -12 | -9% | 0 | -1 | -39* | -2% | 2.3% | -2%
COCOCCn1cc(CN2CCS(=O)(=O)N(Cc3ccc(-c4ccc(OC)c(OC)c4)cc3)C(CC(C)C)C2=O)nn1 (configuration not stated) | -3 | . | 0% | . | . | . | 2% | . | -6%
O=C(c1cc2c(s1)-c1ccccc1S(=O)(=O)C2)N1CCN(Cc2ccccc2)CC1 | . | -5 | -3% | -2 | 4 | -13 | -4% | -0.4% | 0%
O=C(O)c1cc(NN=Nc2ccc(Br)cc2)cc([N+](=O)[O-])c1 | 1 | 5 | 12% | -10 | 13 | -21 | -11% | 0.2% | ?
Oc1c(Br)cc(Br)cc1-c1nc2ccccc2s1 | -13 | 6 | -1% | -1 | 3 | -30* | -3% | -13% | -3%
CCOC(=O)CC(NC(=O)Cn1nnc(-c2ccc(C(F)(F)F)cc2)n1)c1ccc(OC)cc1 (configuration not stated) | . | 8 | -5% | 2 | 17 | -16 | 1% | -1.3% | -2%
CC(C)OC(=O)CNc1n[nH]c(=S)[nH]c1=O | -39 | 1 | -29% | -3 | 1 | -3 | 0% | 5µM* | -1%
O=C1NC(Cc2ccc(O)cc2)c2nc3cc(F)ccc3c(=O)n2-c2ncccc21 (configuration not stated) | 6 | . | -1% | . | . | . | 1% | . | -2%
Cc1cc2ccccc2c(=O)n1CC(=O)NCC(=O)N(C)C1CCCCC1 | 10 | 11 | 6% | -2 | 8 | -5 | -7% | 1.6% | -6%
Cc1ccc(S(=O)(=O)N2C(=S)SCC2(C)C)cc1 | . | -3 | . | 0 | 2 | 3 | . | 0.8% | .
CCCn1c(=O)c2ccccc2n2c(SCC(=O)NCc3cccs3)nnc12 | 3 | -3 | . | -3 | 3 | -9 | -5% | -0.1% | -5%
COc1ccc(N(CC(=O)N2CCCC(C)C2)S(=O)(=O)c2c(C)nn(C)c2C)cc1 (configuration not stated) | -2 | 5 | 2% | 1 | 1 | -1 | -2% | -0.1% | -5%
COc1cc(C(=O)NCC(C)(C)CNC(=O)c2cc(OC)c(OC)c(OC)c2)cc(OC)c1OC | -1 | 2 | -8% | 2 | 0 | -2 | 0% | 5.2% | -1%
COc1cccc(N2CCN(C(=O)c3ccc(-c4ccccc4)cc3)CC2)c1 | 0 | -5 | 1% | -2 | 3 | -5 | -12% | -1.2% | 8%
C=C1c2cc(CC)ccc2NC(=O)N1c1ccc(C)cc1 | . | 1 | 0% | -6 | 2 | -37* | 2% | 0.4% | 4%
COc1ccc(NC(=O)CCl)cn1 | . | 4 | . | -1 | 6 | -17 | . | 0.0% | .
COc1ccccc1-c1cc2nc(-c3ccccc3)cc(N3CCN(C(=O)c4ccoc4)CC3)n2n1 | -13 | . | 0% | . | . | . | -16% | . | -2%
CN(C)S(=O)(=O)n1cc(/C=C(\NC(=O)c2ccccc2)C(=O)N2CCCC2)c2ccccc21 | -2 | -5 | 9% | -6 | 0 | 2 | 4% | -3.3% | -5%
COc1ccc(-n2c(C)nc3c(cnn3-c3ccc(C)c(C)c3)c2=O)cc1 | . | 12 | -5% | -5 | 6 | 17 | 2% | 1.9% | 3%
CCOC(=O)c1ccc(-n2cccc2/C=C2\NC(=O)NC2=O)cc1 | . | -14 | -6% | -10 | 5 | -14 | -20% | 0.3% | -4%
CCN(CC)S(=O)(=O)c1ccc(/C=C/C(=O)Nc2c(C)n(C)n(-c3ccccc3)c2=O)cc1 | -12 | 1 | -1% | 6 | 1 | -2 | 0% | -2.5% | 1%

A different layout for part of the listing above:
Cc1cc(=O)oc2cc(OCC(=O)N3CCOCC3)c(Cl)cc12
  RXFP1 antag: -4; D2 PAM: .; Vif-APOBEC3F blk: -17%; D1 PAM: .; D1 ag: .; D1 antagonist: .; Vif-APOBEC3G blk: -2%; RXFP1 ag: .; GRP78 ERSR act: -4%
CCOC(=O)c1cc2c(=O)n3ccccc3nc2n(CC(C)C)c1=NC(=O)COc1ccc(Cl)cc1
  RXFP1 antag: .; D2 PAM: -12; Vif-APOBEC3F blk: -9%; D1 PAM: 0; D1 ag: -1; D1 antagonist: -39*; Vif-APOBEC3G blk: -2%; RXFP1 ag: 2.3%; GRP78 ERSR act: -2%
